Screening results as filed in PubChem BioAssay.
12-LOX inh: ALOX12 (human) lipoxygenase inhibition; Potency, µM (titrated, usually from 108 µM), for the others: top-dose activity change, negative = inhibition, actives largely listed as inhibitors; P18054; hit rate 1.1% among 580,000; AID 1671190; purified 12hLO, xylenol orange hydroperoxide absorbance; active = well fitted inhibition curve with a large enough effect; inconclusive = small, poorly fitted or top-dose-only effect, or another doubt; inactive = no such curve, though single readings can be large or run the other way
Target sequence (P18054 whole entry, looked up): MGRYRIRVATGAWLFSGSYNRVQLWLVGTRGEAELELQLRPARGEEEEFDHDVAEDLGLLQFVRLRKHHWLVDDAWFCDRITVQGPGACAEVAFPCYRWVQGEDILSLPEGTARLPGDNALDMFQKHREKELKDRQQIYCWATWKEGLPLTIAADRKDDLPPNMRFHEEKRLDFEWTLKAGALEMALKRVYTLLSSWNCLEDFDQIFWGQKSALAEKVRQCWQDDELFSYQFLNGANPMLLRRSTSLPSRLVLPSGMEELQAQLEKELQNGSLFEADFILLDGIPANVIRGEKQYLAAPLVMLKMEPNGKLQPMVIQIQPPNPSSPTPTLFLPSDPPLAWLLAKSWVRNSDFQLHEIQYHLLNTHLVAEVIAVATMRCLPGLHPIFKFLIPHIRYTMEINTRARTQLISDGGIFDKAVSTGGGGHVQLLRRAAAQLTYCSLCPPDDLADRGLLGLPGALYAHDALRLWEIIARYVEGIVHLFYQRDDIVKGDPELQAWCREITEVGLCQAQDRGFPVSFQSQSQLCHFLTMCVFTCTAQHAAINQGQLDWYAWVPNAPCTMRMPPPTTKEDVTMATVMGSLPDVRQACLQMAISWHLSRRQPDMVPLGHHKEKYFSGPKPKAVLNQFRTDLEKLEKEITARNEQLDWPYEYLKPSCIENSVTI
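Purified human 12hLO at 150 nM in 25 mM Hepes, 0.01% Triton X-100, pH 7.0, preincubated 15 min at room temperature with compound. Reaction started with 40 uM arachidonic acid, 30 min at room temperature. Hydroperoxide measured by Fe-xylenol orange, 573/405 nm absorbance ratio.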
An asterisk follows results filed as active; ? = inconclusive; & = joins results of further samples; [ ] = dose if it differs, or a comment. % is set by controls: 0 for no effect and ±100 for the full control effect; potency is the fitted concentration of half-maximal effect. A portion of the library (hit frequency here may not be typical).

mol	12-LOX inh
CN1C[C@H](C(=O)NCc2ccncc2)C[C@H]1c1cccc(C(F)(F)F)c1	-3%[176 µM]
CN(C)c1cccc2c(S(=O)(=O)NC(=O)[C@H]3O[C@@H](n4ccc(=O)[nH]c4=O)[C@H](O)[C@@H]3O)cccc12	-16%
O=C(C1CCOCC1)N1CCC2(CC1)NCCc1c2[nH]c2ccccc12	8%
Cc1ccc2oc(C(=O)N(C)Cc3cc(-c4ccccc4)no3)c(C)c2c1	9%
Cc1ccc(C)c(S(=O)(=O)N2CCC(n3cnnc3C(C)C)CC2)c1	18%
O=C(Cc1ccsc1)N1CCN(C(=O)c2nnn3c2COC(c2ccccc2)C3)CC1 (stereo unspecified)	5%
COc1ccc(-n2nc(C3CCN(C(=O)Cc4ccccn4)CC3)[nH]c2=O)cc1	69%[activator]
COc1cccc(NC(=O)N2CC(c3nnc(-c4ccncc4)o3)C3(CCOCC3)C2)c1 (stereo unspecified)	52%[activator]

mol	12-LOX inh
CN(CC1(C)CCOCC1)S(=O)(=O)C1CC1	37%[activator]
CN(C(=O)c1ccc(OC2CCN(C(=O)C3CC3)CC2)cc1)C1CCCc2ccccc21 (stereo unspecified)	57%[activator]
Cc1cc(CNC(=O)Cc2ccc(-n3cnnn3)cc2)c2[nH]c(C)c(C)c2c1	25%
NC(=O)c1nc(CNC(=O)[C@H]2CCC[C@H](O)C2)no1	53%[activator]
CCOC(=O)C1=CCN(S(=O)(=O)c2ccccc2Br)C1c1ccc(Cl)cc1 (stereo unspecified)	?
O=C1NC(Cc2ccc(O)cc2)c2nc3ccccc3c(=O)n2-c2ccccc21 (stereo unspecified)	-4%
Cc1ccc(C(=O)N2CC[C@H](N3CCN(C)CC3)[C@H](CCCO)C2)cc1C	71%[activator]
Cc1cc(C(=O)N2CCc3nnc([C@@H]4C[C@@H](O)CN4C(C)C)n3CC2)n(C)n1	41%[activator]

mol	12-LOX inh
C=CCn1cc2c3c(cccc31)[C@H](CC(C)C)N[C@H](C(=O)NC1CCCC1)C2	-4%[176 µM]
CC(C)(Oc1nn(CCN2CCOCC2)c2ccccc12)C(=O)NCCOc1ccccc1	-6%
CCn1nccc1C(=O)N1CCCC2(C=Cc3ccccc3O2)CC1 (stereo unspecified)	10%
COC(=O)[C@@H]1[C@@H](CO)[C@@H]2Cn3c(ccc(Br)c3=O)[C@@H]2N1CC1CCCC1	-23%
CCC1CN(C(=O)c2ccc3nc(-c4ccccc4)cn3c2)CCN1C(C)C (stereo unspecified)	18%
CN(CCn1ccnc1-c1ccc(CO)o1)S(C)(=O)=O	2%
Cc1ncc(C(=O)N[C@H]2CC[C@H]2NC2CCCC2)c(-c2ccccc2)n1	48%
Cc1ncoc1C(=O)NCC12CCC=C1N(C)C(=O)CC2 (stereo unspecified)	15%

mol	12-LOX inh
C[C@@H](NCc1ccc(F)cc1)c1onc(-c2ccc(Cl)cc2)c1C(=O)O	7%[176 µM]
O=C(CSc1ccccn1)NCc1cccnc1Oc1ccccc1	?
COC(=O)[C@]12C[C@H](CC(=O)NCCCN3CCCC3=O)C(=O)N(Cc3ccc4c(c3)OCO4)C1=C[C@H](COCc1ccccc1)O[C@@H]2C	18%
O=C(CN1CC2CC(C1)[C@H]1CCCC(=O)N1C2)NCc1ccccc1 (stereo partly specified)	51%[activator]
CN(C)C[C@@H]1CN(C2CCOCC2)C[C@H]1NC(=O)c1nccc2ccccc12	101%[activator]
Cc1cccnc1CC(C)NC(=O)c1csc2nc(-c3ccccc3Cl)cn12 (stereo unspecified)	83%[activator]
Cc1cccc2nc(CNC(=O)c3cc(COc4ccc(F)cc4F)on3)cn12	80%[activator]
COc1ccccc1-c1onc(C)c1C(=O)NCCc1cccc(Cl)c1	40%[activator]

mol	12-LOX inh
O=C1CS(=O)C2(CCNCC2)N1Cc1cccc(F)c1 (stereo unspecified)	39%[activator]
CNc1nc2c(c(C(=O)N3CCCC3)n1)CN(CC1(O)CCNC1)CC2 (stereo unspecified)	?
COC[C@@H]1CCCN1Cc1cc2ccc(C)cc2nc1-c1ccc(OC)cc1	26%
CCOCCn1c(=O)[nH]c2cc(C(=O)N(C)Cc3ccncc3C)ccc21	42%[activator]
Cc1ccc(-n2c(C3CCN(C(=O)c4n[nH]c5c4CCCC5)CC3)n[nH]c2=O)cc1	?
CN(C)CCN(C)[C@@H]1[C@H](O)[C@H](CO)O[C@@H]1CNC(=O)Nc1ccc(OC(F)(F)F)cc1	40%[activator]
Fc1ccccc1-c1nnc([C@H]2CCN(C3CCOCC3)C2)o1	72%[activator][176 µM]
Cc1ccccc1NC(=O)CN1C(=O)NC2(CCC(C)CC2)C1=O (stereo unspecified)	-11%

mol	12-LOX inh
COc1ccc(C(=O)N2CCn3c(nnc3C3CCCNC3)C2)cc1 (stereo unspecified)	36%[activator]
Cc1ncsc1CN1CCCCCNC(=O)[C@@H]2CCC[C@@H]21	134%[activator]
CCN1CCN(CC(O)COc2cccc(CNC3(c4ccccc4)CC3)c2)CC1 (stereo unspecified)	14%
COCc1ccc(C(=O)N2CC[C@@H](c3ccc4c(c3)OCO4)[C@H](O)C2)o1	?
Cc1onc(-c2cnn(C)c2NCc2ccc(C#N)cc2)c1C(=O)NCc1ccccc1	14%[176 µM]
CN(Cc1cc(C[C@@H]2C[C@H](NC(=O)C(C)(C)C)C2(C)C)no1)c1ccccc1	7%[176 µM]
COc1ccc(CCNC(=O)[C@@H](C)C2CC[C@@]3(C)CC[C@H](NC(=O)c4ccncc4)[C@@H](C)[C@@H]3[C@H]2O)cc1OC (stereo partly specified)	11%
COc1cccc(NC(=O)[C@@H]2C[C@@H](c3ccc(F)cc3)N(Cc3ccccc3)C2)c1	-8%[176 µM]

mol	12-LOX inh
O=C(Cc1ccc(Cl)cc1)N1CCN(c2nnc3ccccn23)CC1	17%
COC(=O)[C@@H]1Cc2ncn(Cc3ccc(OC)cc3)c2CN1C(=O)c1ccc(F)cc1	-12%[176 µM]
CC(C)CCN1CC(Oc2ccc3c(c2)OCO3)C1	1%[12.5 µM]
CCc1nc2cc(N3CCCC(C(=O)NC4CCCC4)C3)cnc2nc1CC (stereo unspecified)	21%
COCCN(C)C[C@@H]1CN(C(=O)c2cnc(SC)nc2)C[C@@H]1CO	32%
COc1ccc(-c2nc(C(C)C)nc3c2CCN(C(=O)C2CC2)CC3)cc1	26%
CN1CCOc2c(C(=O)NCc3cnn(C)c3)cc(-c3ccccc3O)cc21	22%[176 µM]
C=C(C)[C@@H]1CC[C@]2(C)CC[C@]3(C)[C@H](CC[C@@H]4[C@@]5(C)CC[C@H](O)C(C)(C)[C@H]5CC[C@]43C)[C@@H]12	-21%[57.4 µM]

mol	12-LOX inh
O=C(O)C1CCc2nnc(C3CCN(C(=O)c4ccc(F)cc4)C3)n21 (stereo unspecified)	?
O=C(O)c1ccccc1C(=O)N1C[C@@H]2C[C@H]1C(=O)N(CC1CC1)c1ccccc1O2	16%[176 µM]
Cc1nc2cccnc2n1CC1CCCN(S(=O)(=O)Cc2ccccc2Cl)C1 (stereo unspecified)	?
COc1cc(F)ccc1-c1cnc2n[nH]c(-c3ccc4c(c3)OCO4)c2n1	1%[176 µM]
O=C1NCCCCCCN(Cc2ccncc2)[C@@H]2CN(C(=O)Nc3ccc4c(c3)OCCO4)CC[C@H]12	3%
O=C(NCc1cc(F)ccc1F)C1CCN(C(=O)c2ncn3c2COC(c2ccccc2)C3)CC1 (stereo unspecified)	9%
Cc1ccc(CN2CCC3(CC2)C(=O)NCN3Cc2ccc(Cl)cc2)cc1	?
CN(C)[S+](=O)([O-])c1ccc2c(c1)OCCN(Cc1ccccc1F)C2	-1%[176 µM]

mol	12-LOX inh
CC(=O)Nc1cccc(-c2ccc3ncn(-c4ccc(F)cc4F)c(=O)c3n2)c1	30%[activator][176 µM]
O=C(NCCN1CCOCC1)c1c(OCC2CC2)cc(=O)n2c1CCOCC2	24%
COc1ccc(C(=O)N2CCC(Oc3ncccc3C(=O)N(C)C)C2)c(OC)c1 (stereo unspecified)	45%[activator]
COCC(=O)N1CCC(Oc2ncccc2C(=O)N(C)C)CC1	15%
COc1ccc(C(=O)NC(C(=O)N2CCCC2)C2CCN(C(=O)c3ccccc3)CC2)cc1 (stereo unspecified)	38%[activator]
O=C(NC1CCCN(c2cc(-c3ccc(F)cc3)[nH]n2)C1)c1ccc(C(F)(F)F)cc1 (stereo unspecified)	1%
COc1cc(C)ccc1OCC(=O)c1ccc2c(c1)N(CC(=O)N1CCCC1)C(=O)CO2	5%
COc1cc(NC(=O)c2cc3n(n2)CC(c2ccc(Br)cc2)OC3)cc(OC)c1OC (stereo unspecified)	22%

mol	12-LOX inh
FC(F)(F)c1ccc(CN2CCn3c(nnc3C3CCNCC3)C2)cc1	?
NC1CCC(n2cc(C(=O)NCc3noc(-c4ccccc4)n3)nn2)CC1 (stereo unspecified)	26%
Cc1ccc(OCc2nc(C3CCN(C(=O)c4ccn[nH]4)CC3)no2)cc1	63%[activator]
O=C(CN1C(=O)NC2(CCOCC2)C1=O)Nc1ccccc1F	?
COCCNC(=O)CCC[C@@H]1[C@H]2CCCN3CCC[C@@H](CN1C)[C@@H]23	45%[activator]
CNC(=O)N1CCCC(n2c(C)cnc2-c2ccncc2)C1 (stereo unspecified)	-6%
O=C(c1nc(-c2ccc(Cl)nc2)c2ccccn12)N1CCOCC1	-1%[6.33 µM]
O=C(c1ccoc1)N1C[C@H]2OC(=O)N(CCCN3CCOCC3)[C@H]2C1	-1%

mol	12-LOX inh
COc1ccc(-c2nc(C(C)C)nc3c2CCN([S+](=O)([O-])c2c(C)noc2C)CC3)cc1	-1%
CC(=O)N1CCC2(CC1)CN(C(=O)CCCNC(N)=O)Cc1ccccc1O2	1%[6.33 µM]
CN1c2cc(C(=O)NCCc3ccccc3)ccc2C(=O)N2CCCCC21 (stereo unspecified)	48%[activator]
CCCCNC(=O)c1nnn2c1COC(c1ccc(F)cc1)C2 (stereo unspecified)	34%
CC(=O)Nc1ccc(CNC2(Cc3cc(CN4CCN(c5ccccc5)CC4)on3)COC2)cc1	13%
Cn1c2c(c3cc(F)ccc31)CN(C(=O)Nc1ccc(Cl)cc1Cl)CC2	41%
Cc1cccc(C(=O)N2CCC3(CC2)N=C(c2cccc(Br)c2)NO3)c1	?
CCc1noc(-c2ccn3c(CNC(=O)C4CCC4)nnc3c2)n1	29%

Two records drawn at random from those above:
mol	12-LOX inh
CN(Cc1cc(C[C@@H]2C[C@H](NC(=O)C(C)(C)C)C2(C)C)no1)c1ccccc1	7%[176 µM]
CNc1nc2c(c(C(=O)N3CCCC3)n1)CN(CC1(O)CCNC1)CC2 (stereo unspecified)	?

(listing goes on)
mol	12-LOX inh
Cc1cn2nc(C(=O)NCC3CCCCC3)cc2c(=O)[nH]1	-2%
O=C(c1cnc2c(c1)N(C(=O)CCc1ccccc1)CCC2)N1CCC(c2ccccc2)CC1	18%
O=C(Cn1ccn2nc(-c3ccccc3)c(CO)c2c1=O)Nc1cccc(Br)c1	11%
Cc1noc([C@@H]2C[C@H](NS(=O)(=O)c3cccs3)CN2C)n1	14%[176 µM]
COc1nccnc1NC1CCN(C(=O)NCc2ccccc2)CC1	30%
CCOc1cc(=O)n2c(c1C(=O)Nc1ccc(C#N)cc1)CCCC2	31%
c1ccc(-c2cnc3n2C[C@H](CNCc2cccs2)OC3)cc1	43%[activator][176 µM]
CCCn1c(C)c(CC(=O)N2CCOCC2)c2c1CC(C)(C)CC2=O	18%

mol	12-LOX inh
COc1ccc(C(=O)N[C@@H]2CCC[C@@H]2C(=O)NCc2cccc(C)c2)cn1	35%[activator]
CN(C)c1nc2c(c(=O)[nH]1)CCN(Cc1ccccc1)CC2	11%
C[C@@H]1C=CCCO[C@]12C(=O)Nc1ccccc12	-7%
COc1ccc2cc(C(=O)N3CCC4(CC3)CC(O)CCO4)[nH]c2c1 (stereo unspecified)	4%
CN1C[C@H](O)C[C@H]1c1nnc2n1CCN(C(=O)c1ccoc1)CC2	27%
CCn1nc(C2CCOCC2)nc1C1(c2ccccc2)CC1	33%[activator]
Cc1cc(NC(=O)N(C)CC2CCOC2)ccc1Br (stereo unspecified)	15%
COc1ccc(C(=O)N[C@@H]2CN(Cc3cccnc3)C[C@H]2CN(C)C)cc1F	2%

mol	12-LOX inh
CN(Cc1cccnc1)C1CCc2ccccc21 (stereo unspecified)	4%&4%[176 µM]
N#Cc1ccc(CN2CCC3(C2)C(=O)Nc2ccccc23)cc1 (stereo unspecified)	6%[6.33 µM]
CCCC1c2nccn2CCCN1C(=O)Cn1c(=O)oc2ccccc21 (stereo unspecified)	39%[activator]
COCCN1C(=O)CS(=O)(=O)C12CCN(C(=O)c1cc(Cl)ccc1OC)CC2	44%[activator]
O=C1NCCCCCCN(C(=O)c2cnccn2)[C@H]2C[C@H](c3nc(-c4cccnc4)no3)C[C@@H]12	4%
COc1ccc(CN2CCCCCNC(=O)[C@@H]3CCC[C@@H]32)cc1Cn1ccnc1	319%[activator]

Entries from the list above that contain a thiophene ring, fused or not:
mol	12-LOX inh
O=C(Cc1ccsc1)N1CCN(C(=O)c2nnn3c2COC(c2ccccc2)C3)CC1 (stereo unspecified)	5%
Cc1noc([C@@H]2C[C@H](NS(=O)(=O)c3cccs3)CN2C)n1	14%[176 µM]
c1ccc(-c2cnc3n2C[C@H](CNCc2cccs2)OC3)cc1	43%[activator][176 µM]
